Source: PubChem BioAssay
BAP1 inh – inhibitors of BAP1 deubiquitinase, primary screen, biochemical, Ub-AMC fluorescence, kinetic. 72,000 tested, 0.48% active. activity remaining (% of control), % at 20 µM. recombinant BAP1, Ub-AMC hydrolysis fluorescence kinetic; active compounds read low. AID 436, 2006;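 active means activity remaining at or below 50% of control, provided the compound also passes the data quality filters; inactive means the rest, including low values that fail the filters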;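 further: 100% = DMSO wells rate and 0% = substrate alone blank rate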
Target sequence (Q92560 whole entry, looked up): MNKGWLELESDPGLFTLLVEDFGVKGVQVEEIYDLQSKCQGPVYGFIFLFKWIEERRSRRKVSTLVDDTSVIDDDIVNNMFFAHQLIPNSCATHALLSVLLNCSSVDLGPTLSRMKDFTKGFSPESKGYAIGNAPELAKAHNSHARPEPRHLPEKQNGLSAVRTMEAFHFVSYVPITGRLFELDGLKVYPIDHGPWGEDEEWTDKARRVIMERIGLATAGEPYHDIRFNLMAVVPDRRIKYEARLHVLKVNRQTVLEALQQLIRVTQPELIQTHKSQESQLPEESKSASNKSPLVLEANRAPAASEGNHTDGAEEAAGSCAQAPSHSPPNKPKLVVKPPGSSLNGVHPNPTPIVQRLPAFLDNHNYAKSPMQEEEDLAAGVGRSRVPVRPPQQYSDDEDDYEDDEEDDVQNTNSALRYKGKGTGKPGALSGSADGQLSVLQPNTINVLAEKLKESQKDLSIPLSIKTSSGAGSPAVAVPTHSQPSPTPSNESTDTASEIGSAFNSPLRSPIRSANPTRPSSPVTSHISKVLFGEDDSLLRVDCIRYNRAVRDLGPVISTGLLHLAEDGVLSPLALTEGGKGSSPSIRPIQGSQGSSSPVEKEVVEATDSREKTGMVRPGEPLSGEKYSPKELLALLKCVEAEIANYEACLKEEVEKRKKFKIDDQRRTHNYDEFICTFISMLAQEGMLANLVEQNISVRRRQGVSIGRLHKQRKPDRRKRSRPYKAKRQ
HePTP inhibitor – inhibitors of human HePTP phosphatase, primary screen, biochemical, absorbance, leukemia target. AID 521, 2006. 110,000 tested, 0.64% active. recombinant HePTP phosphatase activity, OD absorbance. inhibition, % at 20 µM; in the data active means inhibition above about 50%;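 further: plate controls were vehicle for no effect and reference inhibitor for full effect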
Target sequence (P35236 whole entry, looked up): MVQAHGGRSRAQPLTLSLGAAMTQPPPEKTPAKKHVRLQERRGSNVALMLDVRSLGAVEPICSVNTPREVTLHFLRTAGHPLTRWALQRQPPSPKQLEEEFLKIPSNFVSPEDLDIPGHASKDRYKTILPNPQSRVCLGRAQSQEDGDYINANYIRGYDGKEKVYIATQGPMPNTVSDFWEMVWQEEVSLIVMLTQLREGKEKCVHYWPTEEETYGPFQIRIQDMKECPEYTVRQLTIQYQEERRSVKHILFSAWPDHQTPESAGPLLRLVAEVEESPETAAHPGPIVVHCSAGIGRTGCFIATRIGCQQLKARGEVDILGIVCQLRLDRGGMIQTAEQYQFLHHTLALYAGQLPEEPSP
Starred values were filed as active, the others as inactive; & = joins results of further samples.

CCOCCOC(=O)C1=C(C)NC2=C(C(=O)CC(c3cccs3)C2)C1c1ccsc1 (stereo not given) was read as BAP1 inh 56.3 and HePTP inhibitor 9.3.
`CCOC(=O)N1CCN(C(=O)c2ccc3c(=O)n(CCC4=CCCCC4)c(=S)[nH]c3c2)CC1` gave BAP1 inh 64.3 and HePTP inhibitor 6.5.
For CC(=O)OCCNC(=O)c1cc2ccccc2oc1=O the results were BAP1 inh 298.0 and HePTP inhibitor 4.3.
Screening O=C(CSc1ccccc1)Nc1ccncc1 returned BAP1 inh 87.6 and HePTP inhibitor 2.9.
Screening COc1ccc(C(=O)n2nc(C)cc2C)cc1OC returned BAP1 inh 91.5 and HePTP inhibitor 4.5.
Cc1nc2c(s1)sc1ccccc12 was read as BAP1 inh 94.4 and HePTP inhibitor -1.8.
`O=C(COc1ccc([N+](=O)[O-])cc1)Nc1ccc(-c2nc3ccccc3s2)c(O)c1` gave HePTP inhibitor -1.4.
`COCCCNC(=O)COc1ccc(Cl)cc1C` gave HePTP inhibitor -3.5.
O=C(O)CCc1ccc(-c2ccccc2)n1-c1cccc(O)c1 was read as BAP1 inh 47.2*.
COCCNC(=O)CN(C(=O)CCC(=O)Nc1cc(C)on1)c1ccc(C)cc1C was read as BAP1 inh 87.5 and HePTP inhibitor -1.1.
Screening Cc1ccc(-n2nc3c(c2NC(=O)C2CC2)CSC3)c(C)c1 returned BAP1 inh 159.8.
COc1cc(C(=O)Nc2ccc(-c3nc4cc(C)ccc4o3)c(O)c2)cc(OC)c1OC was read as HePTP inhibitor -4.8.

The last 7 entries of the part before are carried over, then new ones follow:
Cc1nc2c(s1)sc1ccccc12 was read as BAP1 inh 94.4 and HePTP inhibitor -1.8.
`O=C(COc1ccc([N+](=O)[O-])cc1)Nc1ccc(-c2nc3ccccc3s2)c(O)c1` gave HePTP inhibitor -1.4.
`COCCCNC(=O)COc1ccc(Cl)cc1C` gave HePTP inhibitor -3.5.
O=C(O)CCc1ccc(-c2ccccc2)n1-c1cccc(O)c1 was read as BAP1 inh 47.2*.
COCCNC(=O)CN(C(=O)CCC(=O)Nc1cc(C)on1)c1ccc(C)cc1C was read as BAP1 inh 87.5 and HePTP inhibitor -1.1.
Screening Cc1ccc(-n2nc3c(c2NC(=O)C2CC2)CSC3)c(C)c1 returned BAP1 inh 159.8.
COc1cc(C(=O)Nc2ccc(-c3nc4cc(C)ccc4o3)c(O)c2)cc(OC)c1OC was read as HePTP inhibitor -4.8.
CC(C)CC(=O)NS(=O)(=O)c1ccc(N)cc1 was read as HePTP inhibitor -10.2.
For CC(=O)Cc1nsc(NC(=O)c2cc(-c3ccccc3Cl)oc2C)n1 the results were BAP1 inh 100.4 and HePTP inhibitor -6.9.
Screening CCC(C)c1ccc(NC(=O)c2c(-c3c(Cl)cccc3Cl)noc2C)cc1 (stereo not given) returned HePTP inhibitor 7.2.
Screening O=C(c1ccc(F)cc1)N1CCN(C2CCN(Cc3ccccc3)CC2)CC1 returned HePTP inhibitor 8.6.
Cc1ccc2nsnc2c1NC(=O)c1ccc([N+](=O)[O-])cc1 was read as BAP1 inh 283.0 and HePTP inhibitor -1.5.
Screening COCCNC(=O)CN(c1ccc(C)c(Cl)c1)S(C)(=O)=O returned HePTP inhibitor -2.7.
For CC(=O)c1c(-c2ccccc2)c2cc([N+](=O)[O-])ccc2n1C the results were HePTP inhibitor 0.6.
CN(C)c1ccc(NC(=O)c2cc3c(=O)n4ccccc4nc3n2C)cc1 was read as BAP1 inh 67.1 and HePTP inhibitor 1.1.
COc1ccc(OC)c(N=C(C)C2=C(O)COC2=O)c1 was read as BAP1 inh 116.0 and HePTP inhibitor -2.4.
Screening c1ccc(C2=Nn3c(nnc3-c3cccnc3)SC2)cc1 returned BAP1 inh 104.3 and HePTP inhibitor 2.3.
`CN(C)C(CNC(=O)CN1C(=O)NC2(CCc3ccccc32)C1=O)c1ccco1` (stereo not given) gave BAP1 inh 108.9 and HePTP inhibitor 11.4.
`COC(=O)c1[nH]c2cccc(Cl)c2c1NC(=O)CN1CCN(CCO)CC1` gave BAP1 inh 68.3 and HePTP inhibitor 3.7.
`COc1ccc(Cl)cc1N(CC(=O)Nc1cc(C)ccc1C)S(=O)(=O)c1ccc(C)cc1` gave HePTP inhibitor -8.3.
For C=CCn1cnnc1C(CCC(C)C)CC(C)(C)O (stereo not given) the results were HePTP inhibitor -1.1.
O=C(c1ccc2c(c1)OCO2)N1CCOCC1 was read as HePTP inhibitor 103.6*.
CCn1cc(C2=NOC(C(=O)Nc3cccc(C(C)=O)c3)C2)c(C)n1 (stereo not given) was read as BAP1 inh 98.1 and HePTP inhibitor -3.8.
Screening Cc1cc(C)c(S(=O)(=O)Nc2cccnc2)c(C)c1 returned BAP1 inh 109.3 and HePTP inhibitor 7.0.
`O=C(NCc1ccc2c(c1)OCO2)C1CCC(CNc2c(N3CCCCC3)c(=O)c2=O)CC1` (stereo not given) gave BAP1 inh 92.6 and HePTP inhibitor 7.2.
`O=C(c1ccccc1F)N(Cc1ccc(F)cc1)C1CCS(=O)(=O)C1` (stereo not given) gave BAP1 inh 105.8 and HePTP inhibitor 6.3.
For O=C(CSc1nnnn1-c1ccccc1Cl)Nc1ccc2c(c1)OCCO2 the results were BAP1 inh 94.5 and HePTP inhibitor 15.4.
`CCOC(=O)C1CCN(C(=O)CN(c2ccc(OC)c(OC)c2)S(=O)(=O)c2ccccc2)CC1` gave BAP1 inh 96.0 and HePTP inhibitor 5.4.
O=C1C(C=NCc2cccnc2)=C(O)c2ccccc21 was read as BAP1 inh 85.3 and HePTP inhibitor 8.1.
Screening COc1ccc(NC(=O)COc2ccc3ccccc3c2)cc1Cl returned HePTP inhibitor -10.5.
Screening CC(=O)Nc1ccc(C(=O)n2nc(C)cc2C)cc1 returned BAP1 inh 86.1 and HePTP inhibitor 6.8&-4.9.
C=CCNC(=O)CN(c1ccccc1CC)S(C)(=O)=O was read as HePTP inhibitor -2.7.
`O=C(O)CCC(NC(=O)c1cncc(Br)c1)C(=O)O` (stereo not given) gave HePTP inhibitor 2.4.
`CC(C)C12CN3CC(C(C)C)(CN(C1)C3c1ccccc1O)C2=O` (stereo not given) gave BAP1 inh 101.6 and HePTP inhibitor -2.0.
Screening NS(=O)(=O)c1ccc(CCNC(=O)c2ccccc2F)cc1 returned BAP1 inh 73.7 and HePTP inhibitor -1.9.
COc1ccc(N)cc1C#N was read as BAP1 inh 85.8 and HePTP inhibitor 1.4.
For O=C(Nc1cccc(F)c1)c1cc2c(ccc3ccccc32)oc1=O the results were BAP1 inh 207.5.
CC(C)Cc1cc(C(=O)NCCCN2CCOCC2)no1 was read as BAP1 inh 90.9 and HePTP inhibitor 3.8.
For COc1ccccc1N1CCN(CC(=O)c2c(C)[nH]c3cc(C)ccc23)CC1 the results were BAP1 inh 106.1 and HePTP inhibitor 3.7.
For O=c1c2c([nH]c3ccc(Br)cc13)CCCC2 the results were BAP1 inh 74.6 and HePTP inhibitor 8.0.
Cc1[nH]n(-c2ccccc2)c(=O)c1C(=O)c1cccc(F)c1 was read as HePTP inhibitor -1.8.
For CC1CCN(S(=O)(=O)c2ccc3c4c(cccc24)C(=O)N3)CC1 the results were BAP1 inh 134.3.
COc1ccc(-c2c(C)n([O-])c3c([n+]2=O)CCC3)cc1 was read as HePTP inhibitor 104.2*.

Two consecutive entries from above, quoted:
For CC1CCN(S(=O)(=O)c2ccc3c4c(cccc24)C(=O)N3)CC1 the results were BAP1 inh 134.3.
COc1ccc(-c2c(C)n([O-])c3c([n+]2=O)CCC3)cc1 was read as HePTP inhibitor 104.2*.

More records.
For Fc1ccccc1Cn1nnc(-c2ccccc2Cl)n1 the results were HePTP inhibitor -16.6.
`COc1ccc(NC2CS(=O)(=O)CC2OC(=O)c2ccc(F)cc2)cc1` (stereo not given) gave BAP1 inh 95.4 and HePTP inhibitor -5.6.
O=C(Cc1ccccn1)Nc1ccccc1 was read as BAP1 inh 90.0 and HePTP inhibitor 3.9.
Screening O=C(CN1C(=O)c2cccc3cccc1c23)NCc1ccc2c(c1)OCO2 returned BAP1 inh 88.2 and HePTP inhibitor -0.8.
For C=CCN1C(=O)/C(=C\c2ccc(OC)c(OC)c2OC)C(=O)NC1=S the results were HePTP inhibitor 2.1.
Cc1nc2scc(-c3ccccc3)c2c(=O)o1 was read as BAP1 inh 88.8 and HePTP inhibitor 5.2.
`CC(=O)Nc1ccc(-n2c(C)cc(/C=C3\C(=O)NC(=O)N(c4ccc(C)cc4)C3=O)c2C)cc1` gave HePTP inhibitor -2.4.
Screening CC(C)c1ccc(NC(=O)CCN2C(=O)c3ccccc3C2=O)cc1 returned HePTP inhibitor 7.3.
CCC(=O)N1CCN(c2ccc([N+](=O)[O-])cc2F)CC1 was read as HePTP inhibitor 8.9.
`COc1ccc(C(=O)c2ccc(OCC(C)C)cc2)cc1` gave BAP1 inh 134.8.
For CCOC(=O)Cc1nnc(NC(=O)c2ccccc2OC)s1 the results were BAP1 inh 96.1 and HePTP inhibitor 2.9.
`Cc1noc(C)c1C(=O)Nc1ccc2c(c1)CCC2` gave BAP1 inh 64.9 and HePTP inhibitor -3.2.
COCC(=O)NCCc1nc2ccccc2[nH]1 was read as BAP1 inh 86.7 and HePTP inhibitor 4.9.
COc1cccc(C(=O)NNC(=O)c2cc([N+](=O)[O-])cc([N+](=O)[O-])c2)c1 was read as HePTP inhibitor 10.4.
Screening O=C1/C(=C\c2cc([N+](=O)[O-])c(Cl)cc2Cl)Sc2ccccc21 returned HePTP inhibitor -1.5.
For O=C(O)c1ccc(-c2n[nH]c(=O)c3ccccc23)cc1 the results were BAP1 inh 74.6 and HePTP inhibitor -11.4.
c1cnc(N2CCN(c3ncnc4c3oc3ccccc34)CC2)nc1 was read as BAP1 inh 99.0 and HePTP inhibitor 4.7.
CCOC(=O)N1CCN(c2c(NCCN3CCCCC3CC)c(=O)c2=O)CC1 (stereo not given) was read as BAP1 inh 94.9 and HePTP inhibitor 4.9.
`CC1(C)CC(NC(=O)/C=C/C(=O)O)CC(C)(C)N1` gave HePTP inhibitor -12.6.
For O=Cc1ccc(-c2ccc(Cl)c(C(=O)O)c2)o1 the results were HePTP inhibitor 10.0.
Screening COc1ccc2ccccc2c1C1NC(=S)NC(C)=C1C(=O)Nc1cc(Cl)ccc1C (stereo not given) returned HePTP inhibitor 3.5.
`CCOc1ccccc1N1CCN(S(=O)(=O)c2ccc(OC)cc2)CC1` gave HePTP inhibitor -5.3.
`CCN=C1SC(CC(=O)Nc2sc(C)c(C)c2C(=O)OC)C(=O)N1CC` (stereo not given) gave BAP1 inh 90.4 and HePTP inhibitor 3.7.
Cc1ccc2nsnc2c1S(=O)(=O)NCc1cccnc1 was read as BAP1 inh 107.3 and HePTP inhibitor 4.2.
For COc1ccccc1N1C(=O)c2cccc3c(N4CCOCC4)ccc(c23)C1=O the results were HePTP inhibitor -14.9.
Screening COc1ccc(CCNc2oc(COc3ccccc3F)nc2C#N)cc1OC returned BAP1 inh 93.0 and HePTP inhibitor 4.3.
For CN(Cc1cnn(C)c1)C(=O)c1cc2ccccc2oc1=O the results were BAP1 inh 93.7 and HePTP inhibitor 5.7.
Screening COc1ccc(C2C(C(=O)NCCN(C)C)c3ccccc3C(=O)N2C)cc1OC (stereo not given) returned HePTP inhibitor 1.2.
Screening CN1C(=O)/C(=C\c2ccccc2OCCOc2ccc(C(C)(C)C)cc2)SC1=S returned HePTP inhibitor 10.0.
For COc1cc(C2C3C(=O)N(Cc4ccccc4)C(=O)C3ON2c2ccccc2)ccc1O (stereo not given) the results were HePTP inhibitor -1.3.
For CCOc1ccc(C(=O)Nc2ccc(C(=O)OC)cc2)cc1[N+](=O)[O-] the results were HePTP inhibitor 8.6.
`Cc1cc(F)c(F)c(C(=O)N2CCN(C)CC2)c1Cl` gave BAP1 inh 98.8 and HePTP inhibitor -7.3.
Screening CCN(CC)CCCOc1c(Cl)cccc1Cl returned HePTP inhibitor -17.8.
Screening Cc1cccc(CCNC(=O)C2CCCN(S(=O)(=O)c3cnc[nH]3)C2)c1 (stereo not given) returned BAP1 inh 94.0 and HePTP inhibitor 16.5.
CC(=O)c1ccc(N2C(=O)CC(N3CCOCC3)C2=O)cc1 (stereo not given) was read as HePTP inhibitor -8.7.
`O=C(CSCCO)Nc1nccs1` gave BAP1 inh 106.9 and HePTP inhibitor 3.2.
For O=C(Cc1ccc(-c2ccccc2)cc1)NNC(=O)c1ccco1 the results were HePTP inhibitor 4.7.
Screening COc1cccc(/C=C2\SC(=O)N(CCC(=O)Nc3ccc(Br)cc3)C2=O)c1 returned HePTP inhibitor 5.4.
Screening O=C(c1ccc(Cl)c([N+](=O)[O-])c1)N1CCN(c2ccc([N+](=O)[O-])cc2)CC1 returned HePTP inhibitor 1.9.
Screening CC1CCc2c(C(=O)NCCN3CCOCC3)csc2C1 (stereo not given) returned BAP1 inh 103.2 and HePTP inhibitor 4.8.
For N/C(=N\OC(=O)c1ccc(F)cc1)c1cccnc1 the results were HePTP inhibitor -1.3.
`O=C(COc1ccccc1Cl)NNC(=O)c1ccc(O)cc1O` gave HePTP inhibitor 3.3.
`CCOc1cc(C=O)ccc1OCc1c(C)no[n+]1[O-]` gave HePTP inhibitor -10.2.
For C/C=C(\C)CN1CCN(c2ccccc2F)CC1 the results were BAP1 inh 107.4 and HePTP inhibitor 12.7.
`CC(CC#CCN1CCOCC1)OCCC#N` (stereo not given) gave BAP1 inh 97.5 and HePTP inhibitor -4.4.
Screening COc1cc(NC(=O)Cn2nc(C(F)(F)F)c(Br)c2C)c(OC)cc1Cl returned HePTP inhibitor 6.9.
For COc1ccc(-n2c(NN=C(C)C)nc3sc4c(c3c2=O)CC(C)(C)OC4)cc1 the results were HePTP inhibitor 8.7.
For Cc1nc2sc(C(c3ccco3)N3CCC(Cc4ccccc4)CC3)c(O)n2n1 (stereo not given) the results were BAP1 inh 78.3 and HePTP inhibitor -5.0.
`CCOc1ccccc1-n1c(SCC(=O)Nc2nccs2)nnc1-c1ccoc1C` gave BAP1 inh 91.2 and HePTP inhibitor 9.8.
